# High-throughput results deposited in PubChem BioAssay by several laboratories.
# HTRA1 inh: blocks human HTRA1 serine peptidase; Q92743; recombinant HTRA1, FP-rhodamine activity-based probe, fluorescence polarization; inhibition, % at 5.96 µM; actives 0.5% (n = 340,000); in the data active means inhibition above about 36%;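 further: 0% = enzyme with DMSO and 100% = wells lacking enzyme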
# Rev-erbA mod: modulators of human Rev-erb alpha DNA binding | P20393 | actives 0.79% (n = 370,000) | activity, % at 10 µM | Rev-erbα–FITC-DNA binding, fluorescence polarization, 90 min;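 active means activity above about 14%, limit read from the data; passing the limit was not always enough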;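 further: 0% = DMSO wells with 35 nM protein and 100% = DMSO wells with 750 nM protein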
# Target sequence (P20393 whole entry, looked up): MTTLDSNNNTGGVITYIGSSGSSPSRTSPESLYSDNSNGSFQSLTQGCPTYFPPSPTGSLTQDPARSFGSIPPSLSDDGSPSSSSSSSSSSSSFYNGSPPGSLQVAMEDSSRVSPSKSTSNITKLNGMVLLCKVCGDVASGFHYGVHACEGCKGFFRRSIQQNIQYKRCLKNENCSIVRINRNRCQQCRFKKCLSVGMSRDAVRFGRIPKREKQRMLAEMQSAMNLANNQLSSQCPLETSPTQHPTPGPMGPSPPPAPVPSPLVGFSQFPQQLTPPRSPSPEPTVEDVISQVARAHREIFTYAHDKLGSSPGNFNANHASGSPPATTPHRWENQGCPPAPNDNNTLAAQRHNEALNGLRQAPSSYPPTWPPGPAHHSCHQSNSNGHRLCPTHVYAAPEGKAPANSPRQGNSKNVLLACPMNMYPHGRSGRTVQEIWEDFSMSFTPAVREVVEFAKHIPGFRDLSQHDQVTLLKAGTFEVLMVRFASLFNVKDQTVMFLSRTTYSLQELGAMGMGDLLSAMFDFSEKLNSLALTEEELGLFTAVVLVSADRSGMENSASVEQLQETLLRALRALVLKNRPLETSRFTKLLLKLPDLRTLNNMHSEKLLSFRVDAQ
# SIAE primary: inhibitors of human sialic acid acetylesterase SIAE | actives 0.69% (n = 370,000) | inhibition, % at 9.66 µM | SIAE FP-Rh probe binding, fluorescence polarization | AID 1053197 | Q9HAT2;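 active means inhibition above a cutoff: mean of compounds within the control limits plus 3 SD of those, cut at about 17% in these data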;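 further: 0% = plate median of compound wells and 100% = probe without SIAE protein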
# Numbers without * were called inactive; · = no result given.
1: O=C(c1ccc(Cn2cc(Br)cn2)o1)N1N=C(C(F)F)CC1(O)C(F)F (stereo unspecified)
2: COc1ccc(CCNC(=O)CSc2nnc(Cn3c(=O)sc4ccccc43)n2C)cc1OC
3: O=C(CSc1nnc2c(Cl)cc(Cl)cn12)N1CCOCC1
4: CCOc1ccc2nc(N3CCCCCC3)sc2c1
5: Cc1ccc(-c2nnn(CC(=O)N(c3ccc(F)cc3)C(C(=O)NC3CCCC3)c3ccco3)n2)o1 (stereo unspecified)
6: Cc1ccc(N2C(=O)C(O)(C(F)(F)F)C3=C2CC(C)(C)CC3=O)cc1C (stereo unspecified)
7: Cn1c(SCC(=O)N(Cc2ccccc2)C(C)(C)C)nc2ccccc21
8: O=C(Nc1ccccc1C(=O)O)c1ccc(NC(=O)c2ccc(Br)o2)cc1

assay / compound | 1 | 2 | 3 | 4 | 5 | 6 | 7 | 8
HTRA1 inh | -10 | -1 | 1 | -1 | -4 | 0 | -5 | -11
Rev-erbA mod | -5 | -4 | 0 | 6 | 0 | 2 | 4 | -2
SIAE primary | · | · | · | · | · | · | · | ·

# Fetched by structure from the entries so far:
4: CCOc1ccc2nc(N3CCCCCC3)sc2c1
1: O=C(c1ccc(Cn2cc(Br)cn2)o1)N1N=C(C(F)F)CC1(O)C(F)F (stereo unspecified)

assay / compound | 4 | 1
HTRA1 inh | -1 | -10
Rev-erbA mod | 6 | -5
SIAE primary | · | ·

# Going on with the list:
9: O=C(OCC(=O)N1CCc2ccccc21)c1cccnc1Cl
10: CCN(CC)C(=O)CSC1c2ccccc2C(=O)N1c1ccccc1 (stereo unspecified)
11: Cc1ncoc1C(=O)Nc1cccc(Cl)c1
12: CC(=O)c1cccc(NC(=O)NC2CCCCC2)c1
13: Cn1c(Cc2ccccc2)nnc1SCC(=O)Nc1ccc2c(c1)OCCO2
14: COc1ccc(C)cc1-n1nnnc1SCC(=O)Nc1cc(C)on1
15: O=c1[nH]c2cccnc2n1Cc1ccco1
16: O=C(NCCN1CCOCC1)c1ccc(-c2ccccc2)cc1

assay / compound | 9 | 10 | 11 | 12 | 13 | 14 | 15 | 16
HTRA1 inh | -2 | -3 | 3 | -2 | 2 | -16 | 2 | 6
Rev-erbA mod | 0 | -2 | 0 | -2 | 3 | 5 | -5 | 0
SIAE primary | · | · | · | · | · | · | · | ·

17: CCOC(=O)N1CCN(CC(=O)c2ccc3c(c2)CCN3)CC1
18: Cc1nc(N2CCc3ccccc3C2)[nH]c(=O)c1CCC(C)C
19: CCOC(=O)CC1Sc2ccccc2NC1=O (stereo unspecified)
20: CC1CCN(C(=O)C2CC(c3ccc(F)cc3)=NO2)CC1 (stereo unspecified)
21: COc1ccc(NC(=O)CSc2nc3sc(C)c(C)c3c(=O)n2Cc2ccco2)cc1
22: Cc1noc(C)c1C(=O)OC(C(=O)NC1CCCC1)c1ccc(F)cc1 (stereo unspecified)
23: CCOC(=O)COc1ccc2c(c1)C(=O)CC(C)(c1cccnc1)O2 (stereo unspecified)
24: Cc1nc(NCC2CCCO2)c2nnn(Cc3ccccc3Cl)c2n1 (stereo unspecified)

assay / compound | 17 | 18 | 19 | 20 | 21 | 22 | 23 | 24
HTRA1 inh | -4 | -4 | 4 | 1 | -6 | 15 | -3 | 0
Rev-erbA mod | -5 | 1 | 4 | 1 | -2 | 1 | -1 | -1
SIAE primary | · | · | · | · | · | · | · | ·

25: Cc1ccccc1OCC(=O)Nc1sc(C(=O)Nc2cccc(C)c2C)c(C)c1C#N
26: Cc1cccc(NC(=O)C2CCCN(c3nc(C)cc(C)n3)C2)c1 (stereo unspecified)
27: O=C(Nc1cccc2c1CCCC2)c1ccco1
28: COc1cccc(NC(=O)c2ccccc2-c2nc(-c3ccc(F)cc3)no2)c1
29: COc1cccc2c1OC[C@@H](CO)[C@H]2N(C)C(=O)Nc1ccccc1
30: CCOC(=O)C1CCCN(Cc2c(Cl)cccc2Cl)C1 (stereo unspecified)
31: CCOc1ccc(NC(=O)CSc2nnc(C3CC3)n2N)cc1
32: S=c1[nH]nc(-c2ccc(Br)o2)n1Cc1ccccc1

assay / compound | 25 | 26 | 27 | 28 | 29 | 30 | 31 | 32
HTRA1 inh | 0 | -2 | 2 | -25 | 2 | 5 | 6 | 0
Rev-erbA mod | 54* | 5 | 2 | 3 | 1 | 0 | 1 | -7
SIAE primary | · | · | · | · | · | · | · | ·

33: CCOC(=O)c1c(C)[nH]c(C)c1C(=O)CSc1ncccn1
34: O=C(c1cccnc1)N(Cc1ccccc1)c1ccccc1
35: Cc1ccc(CNC(=O)CN2C(=O)C3(OCCCO3)c3ccccc32)cc1
36: COc1ccc(S(=O)(=O)NCCCCCC(=O)NCCCN2CCOCC2)cc1
37: O=C(CSCc1cccc(F)c1)N1CCN(c2ccccc2)CC1
38: Cc1cc(OCC(=O)Nn2cnnc2)ccc1Br
39: O=C(O)CC(C(=O)OC1CCCCC1)N1CCOCC1 (stereo unspecified)
40: O=C(NCc1ccc(F)cc1)c1noc2c1CCCC2

assay / compound | 33 | 34 | 35 | 36 | 37 | 38 | 39 | 40
HTRA1 inh | 5 | 7 | -2 | 1 | -5 | -7 | 0 | -2
Rev-erbA mod | 1 | -2 | -1 | -2 | -5 | 3 | 2 | 0
SIAE primary | · | · | · | · | · | · | · | ·

# Given tab-delimited: 14 of the compounds above.
cpd	structure	HTRA1 inh	Rev-erbA mod	SIAE primary
24	Cc1nc(NCC2CCCO2)c2nnn(Cc3ccccc3Cl)c2n1 (stereo unspecified)	0	-1	·
25	Cc1ccccc1OCC(=O)Nc1sc(C(=O)Nc2cccc(C)c2C)c(C)c1C#N	0	54*	·
26	Cc1cccc(NC(=O)C2CCCN(c3nc(C)cc(C)n3)C2)c1 (stereo unspecified)	-2	5	·
27	O=C(Nc1cccc2c1CCCC2)c1ccco1	2	2	·
28	COc1cccc(NC(=O)c2ccccc2-c2nc(-c3ccc(F)cc3)no2)c1	-25	3	·
29	COc1cccc2c1OC[C@@H](CO)[C@H]2N(C)C(=O)Nc1ccccc1	2	1	·
30	CCOC(=O)C1CCCN(Cc2c(Cl)cccc2Cl)C1 (stereo unspecified)	5	0	·
31	CCOc1ccc(NC(=O)CSc2nnc(C3CC3)n2N)cc1	6	1	·
32	S=c1[nH]nc(-c2ccc(Br)o2)n1Cc1ccccc1	0	-7	·
33	CCOC(=O)c1c(C)[nH]c(C)c1C(=O)CSc1ncccn1	5	1	·
34	O=C(c1cccnc1)N(Cc1ccccc1)c1ccccc1	7	-2	·
35	Cc1ccc(CNC(=O)CN2C(=O)C3(OCCCO3)c3ccccc32)cc1	-2	-1	·
36	COc1ccc(S(=O)(=O)NCCCCCC(=O)NCCCN2CCOCC2)cc1	1	-2	·
37	O=C(CSCc1cccc(F)c1)N1CCN(c2ccccc2)CC1	-5	-5	·

# Further results follow.
41: CCOC(=O)c1c(-c2ccc(OC)cc2)csc1NC(=O)CCN1C(=O)c2ccccc2C1=O
42: CN(C)S(=O)(=O)c1ccc(Cl)c(C(=O)NCc2ccco2)c1
43: COc1ccccc1-c1nc(C#N)c(N2CCN(c3cccc(Cl)c3)CC2)o1
44: C=C(C)C1CC=C(C)/C(=N/NC(=O)CNc2ccc(OCC)cc2)C1 (stereo unspecified)
45: CCNC(=S)N/N=C/c1ccc(OCC(=O)Nc2ccc(C)cc2)cc1
46: CC(NC(=O)c1ccc(F)cc1)c1nc2ccccc2n1Cc1ccccc1F (stereo unspecified)
47: O=C1C2C3C=CC(C3)C2C(=O)N1c1ccc2c(c1)CCC2 (stereo unspecified)
48: N#C/C(=C/c1ccc2c(c1)OCO2)C(=O)NCCc1c[nH]c2ccccc12

assay / compound | 41 | 42 | 43 | 44 | 45 | 46 | 47 | 48
HTRA1 inh | -25 | 0 | 0 | 0 | -23 | -25 | -2 | -14
Rev-erbA mod | 0 | -4 | 9 | 3 | -5 | -1 | 10 | -1
SIAE primary | · | · | · | · | · | · | · | ·

49: Nc1ccc(C(=O)c2ccc3c(c2)OCCO3)cc1N
50: CC(Sc1nc(-c2ccccc2)cc(C(F)(F)F)n1)C(=O)Nc1sc2c(c1C#N)CCC2 (stereo unspecified)
51: Cn1ncc(Cl)c(Oc2ccccc2)c1=O
52: COCc1cc(C)nc(Nc2ccccc2C)c1C#N
53: COC(=O)C1=C(C)NC(=O)CC1c1cccc(OC)c1OC (stereo unspecified)
54: O=C(NCc1cccnc1)C1CC(c2ccc(F)cc2)=NO1 (stereo unspecified)
55: N=c1sc2ccccc2n1-c1ccccc1
56: CCN(CC)S(=O)(=O)c1ccc(NC(=O)CSc2cccc[n+]2[O-])cc1

assay / compound | 49 | 50 | 51 | 52 | 53 | 54 | 55 | 56
HTRA1 inh | -25 | -4 | 0 | -2 | 0 | 2 | -31 | 0
Rev-erbA mod | -2 | 6 | 5 | -1 | 3 | 3 | 4 | -2
SIAE primary | · | · | · | · | · | · | · | ·

57: COc1ccc(OC)c(Nc2nc(N)nc(CSc3nnc(N)s3)n2)c1
58: CCC(=O)Nc1sccc1C(=O)OC
59: COCCn1c(SC(C)C(=O)NC2CCCCC2C)nc2ccccc2c1=O (stereo unspecified)
60: COc1ccccc1/C=C/CN1CCOCC1
61: O=C(NC1CCCc2ccccc21)C1CCCO1 (stereo unspecified)
62: CC1CN(S(=O)(=O)c2ccc(NC(=O)CCCN3C(=O)c4ccccc4C3=O)cc2)CC(C)O1 (stereo unspecified)
63: Cc1nnc(SCC(=O)c2ccccc2F)n1Cc1ccccc1
64: O=c1[nH]c2cc3c(cc2cc1CN(CCO)S(=O)(=O)c1ccccc1)OCCO3

assay / compound | 57 | 58 | 59 | 60 | 61 | 62 | 63 | 64
HTRA1 inh | 1 | 4 | -7 | 0 | 4 | 2 | 3 | 1
Rev-erbA mod | -2 | -2 | -2 | 3 | -1 | 5 | 2 | -5
SIAE primary | · | · | · | · | · | · | 4 | -1

# A portion of the library; the hit share may differ from the screen's.
